Bioassay records deposited in PubChem by several laboratories.
m-calpain inh: inhibitors of pig calpain II, primary screen, biochemical, fluorogenic peptide substrate, 1536-well. purified calpain II, 30 min. inhibition, % at 16 µM. 0.37% of 220,000 active;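 active = inhibition above about 50%, limit read from the data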
PPC-1+TRAIL kill: compounds killing PPC-1 cancer cells with TRAIL present, primary screen, TRAIL potentiator project, ATPLite luminescence, uHTS. 0.41% of 220,000 active. PPC-1 cells + TRAIL, ATPLite viability luminescence. AID 1443, 2008. cell killing (% activity), % at 4 µM;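 active = cell killing above 50% in the first pass at 4 µM, then a duplicate retest at 5 µM averaging 50% or more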;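 also: plate controls were cells with TRAIL plus DMSO for no effect and medium-only wells lacking cells for full effect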
TRPML3 ag: human TRPML3 channel agonists, primary screen, cell-based, HEK293 TRPML3-YFP, Fluo-8 calcium fluorescence, 3 µM; Mucolipin-3 (Homo sapiens), Q8TDD5; 100% = the carbachol control signal; activation, % at 3 µM; 0.29% of 220,000 active;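 active = activation above its plate's cutoff, the mean activation of the plate's test wells plus 3 SD, cut at about 12% in these data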;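 also: 0% = DMSO only wells and 100% = carbachol wells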
Target sequence (Q8TDD5 whole entry, looked up): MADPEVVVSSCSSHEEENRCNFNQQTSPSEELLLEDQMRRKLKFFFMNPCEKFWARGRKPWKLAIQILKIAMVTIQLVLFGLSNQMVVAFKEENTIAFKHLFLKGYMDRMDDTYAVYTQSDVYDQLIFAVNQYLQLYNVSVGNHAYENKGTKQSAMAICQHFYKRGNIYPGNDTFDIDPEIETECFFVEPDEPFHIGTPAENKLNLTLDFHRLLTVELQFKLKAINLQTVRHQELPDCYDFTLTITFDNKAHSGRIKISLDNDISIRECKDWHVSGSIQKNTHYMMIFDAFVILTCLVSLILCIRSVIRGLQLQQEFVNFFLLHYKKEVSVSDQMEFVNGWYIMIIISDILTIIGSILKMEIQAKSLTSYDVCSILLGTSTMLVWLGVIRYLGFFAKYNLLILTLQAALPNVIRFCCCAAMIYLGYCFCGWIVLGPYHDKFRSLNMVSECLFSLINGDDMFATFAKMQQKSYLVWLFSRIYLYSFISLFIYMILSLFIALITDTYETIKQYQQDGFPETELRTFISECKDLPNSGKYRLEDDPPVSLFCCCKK
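Test system: HEK293 cells stably carrying human TRPML3-YFP; Doses: single dose, 3 µM final nominal compound, 0.3% DMSO final; Schedule: dye loading 1 h 37 °C then 30 min ambient, 125 s read; Technique: Fluo-8 calcium fluorescence; Benchmarks: high control carbachol 87 µM, low control DMSO.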
zfTRPN1 agonist: zebrafish TRPN1 channel agonists, primary screen, cell-based, HEK293, calcium fluorescence; HEK293 zebrafish TRPN1-YFP, Fluo-8 calcium fluorescence; 100% = response to 87 µM carbachol; activation, % at 3 µM; 0.18% of 220,000 active; AID 1424, 2008;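 active = activation above its plate's cutoff, the mean activation of test wells on that plate plus 3 SD, cut at about 19% in these data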;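 also: 0% = DMSO alone and 100% = 87 µM carbachol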
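Material: zebrafish TRPN1-YFP in HEK293 cells; Doses: single test compound dose, 3 µM nominal, 0.3% DMSO; Timing: dye loading 1 h at 37 °C, then 30 min room temperature; Technique: intracellular calcium fluorescence with Fluo-8; Benchmarks: high carbachol 87 µM, low DMSO alone.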
Furin inhibitor: human furin inhibitors, primary screen, biochemical, fluorescence intensity | purified furin, fluorogenic substrate cleavage | P09958 | 0.061% of 220,000 active | inhibition, % at 30 µM; in the data active = inhibition above about 25%; also: inactives centre near -15
EBV gp42 inh: Epstein-Barr virus gp42 inhibitors, primary screen, biochemical, uHTS, fluorescence polarization; 0.42% of 220,000 active; Glycoprotein 42 (Epstein-Barr virus (strain AG876)), Q1HVG2; Fluorescence polarization binding assay, mP read-out; inhibition, % (tested at 21.74 µM); in the data active = inhibition above about 50%
Target sequence (Q1HVG2 whole entry, looked up): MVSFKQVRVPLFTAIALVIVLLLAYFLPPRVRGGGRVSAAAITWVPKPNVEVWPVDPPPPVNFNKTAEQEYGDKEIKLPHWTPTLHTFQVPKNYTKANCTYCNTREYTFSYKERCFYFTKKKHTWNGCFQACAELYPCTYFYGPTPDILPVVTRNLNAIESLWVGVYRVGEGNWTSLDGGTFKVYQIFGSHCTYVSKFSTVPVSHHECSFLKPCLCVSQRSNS
TbHK1 inh: Trypanosoma brucei hexokinase 1 inhibitors, primary screen, biochemical, G6PDH-coupled NADH absorbance, MLSCN library | inhibition, % at 10 µM | 0.11% of 220,000 active | recombinant TbHK1, G6PDH-coupled NADH A340;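 active = inhibition of 50% or more in the single-dose primary screen; inactive = inhibition below 50%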
Cl transport mod: KCC2 cotransporter modulators, thallium flux, primary screen, cell-based, HEK293 KCC2, FluoZin-2 fluorescence, MLSMR; AID 1456, 2008; KCC2 cells, thallium flux FluoZin-2 fluorescence; B-score of Tl+ flux slope (higher = more flux/activation; lower = inhibition) at 10 µM; 2.2% of 190,000 active; Solute carrier family 12 member 5 (Homo sapiens), Q9H2X9;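 active = thallium flux slope and its plate-corrected score both differing from the plate sample mean at a set confidence after two filtering rounds, in either direction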;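 also: slope of fluorescence scaled to starting intensity during 10 to 20 s after thallium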
Thrombin inh: human alpha-thrombin inhibitors, primary screen, counter-screen for coagulation protease inhibitor project, biochemical, 1536-well, fluorogenic AMC substrate. inhibition, % at 5 µM. 0.26% of 220,000 active. Boc-VPR-AMC fluorogenic substrate cleavage. Prothrombin (Homo sapiens), P00734;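 active = inhibition at or above 40%; inactive = inhibition below 40%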;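 also: 0% = enzyme with no compound and 100% = wells without enzyme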
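Material: human alpha-thrombin enzyme / Medium: pH 7.5 Tris (50 mM) with NaCl 150 mM, Tween 20 0.05% / Compound: single-point dosing at 5 µM, 0.2% DMSO / Incubation: enzyme reaction carried out at room temperature / Detection: AMC fluorescence, 355/460 nm / Read-out basis: percent inhibition scaled between no-compound controls and no-enzyme blanks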
* = called active by the depositor; i = inactive; · = no result given; [ ] = dose if it differs, or a comment. Some of the compounds tested; the hit share may differ from the screen's.

SMILES	zfTRPN1 agonist	Cl transport mod	TRPML3 ag	TbHK1 inh	PPC-1+TRAIL kill	EBV gp42 inh	Thrombin inh	Furin inhibitor	m-calpain inh
CCOC(=O)c1cc(CC)sc1/N=C/c1c(O)[nH]c(=S)[nH]c1=O	2.1	0.76	0.6	0	0	-162	0	-6	-14
COC(=O)N(c1ccc(OC)cc1)P1(=S)OCCC(C)O1 (stereo not given)	-1.4	-0.87	-1.3	-1	2	-20	-3	-4[20 µM]	-71
NC12CN3CN(CN(C3)C1)C2 (tested in a mixture with another compound)	1.0	·	1.1	-3	-3	-15	3	-21	-11
CNC(=S)NC1CC2CCCC(C1)N2CC(C)C (stereo not given)	0.7	·	0.1	-1	6	-16	1	-11[20 µM]	-8
CC(C)c1ccc(N2C(=O)NC(=O)/C(=C\c3cnc(-c4ccccc4)nc3)C2=O)cc1	-2.0	-0.031	0.6	6	14	-4	-2	-7[20 µM]	-13
O=C1NC(=S)NC(=O)C1=Cc1cccn1-c1ccc(O)cc1	0.3	-1.2	0.5	-3	2	-29	-6	-14	-53
O=c1[nH]c(=S)n(-c2ccc(Cl)cc2)c(O)c1/C=N/N1CCOCC1	-0.3	0.036	0.6	-53	-19	-11	-5	-9	8
Cc1ccccc1CS(=O)(=O)Cc1ccc(C(=O)N2CCC3(CC2)OCCO3)o1	1.4	·	0.6	3	-12	-8	-1	-15	-15
COc1cccc(C(=O)C2CCCN(Cc3cnn(C(C)C)c3)C2)c1 (stereo not given)	1.0	·	0.2	-5	-11	-6	-1	-28	-21
CCOC(=O)Cn1cc(C(=O)c2ccccc2F)c2ccccc21	0.0	0.18	-0.2	-14	-3	-11	2	-8[20 µM]	11
O=c1cccc2n1CC1CC2CN(Cc2c(Cl)cccc2Cl)C1 (stereo not given)	-1.0	-0.89	0.7	-1	-9	-3	-5	-15	12
COc1ccc(NC(=O)c2cn(CCC#N)nc2-c2ccc([N+](=O)[O-])cc2)cc1	0.4	0.79	1.3	4	15	-7	-8	-12	-5
CC1(C)C2([N+](=O)[O-])CN3CN(C2)CC1([N+](=O)[O-])C3	1.9	0.19	0.9	2	12	4	-9	-12	-2
C=CCC1(CN2CCCCCC2=O)C(=O)NC(=O)NC1=O	1.4	0.82	0.7	21	22	-19	-1	-12	-14
COc1ccc(C)cc1NC(=O)N1CCC2(CC1)OCCO2	1.4	-0.95	0.3	-6	6	7	-5	-20	-23
O=C(Nc1cccc(Br)c1)c1c(O)c2c(n(Cc3ccccc3)c1=O)CCCC2	2.7	0.51	1.1	-13	15	-13	-2	-25	-16
CCC(=NCc1ccco1)c1c(O)n(Cc2ccccc2)c(=O)[nH]c1=O	0.8	-1.4	0.7	4	14	-2	3	-20	5
CCn1c(O)c(/C=N/NC(=O)c2ccccc2)c(=O)n(CC)c1=S	-0.3	-0.27	-0.2	-24	4	-7	-3	6	-22
COC(=O)C1=COC(C)C2CN3CCC4(C(=O)Nc5ccccc54)C3CC12 (stereo not given)	·	-0.52	·	-12	4	-10	4	-37	-9
O=C(Cc1ccccc1)N1CCN(Cc2cccnc2)CC1	0.7	1.8	0.8	-5	15	0	-2	-11[20 µM]	-24
CC(C)OP(=O)(OC(C)C)C(NCc1ccccc1)c1ccccc1 (stereo not given)	-1.8	0.44	-0.3	-6	6	4	-2	-16	12
CCN1CCN(C(=O)COc2ccc(S(=O)(=O)NC(C)C)cc2)CC1	-0.6	0.33	1.0	4	19	-12	-2	-22[20 µM]	12
C=CCn1c(=O)c(C=Nc2c(OC)cccc2[N+](=O)[O-])c(O)n(CCCC)c1=O	2.2	-1.6	1.1	-11	10	-32	-2	-16	-7
COC(=O)C1C2c3ccccc3OC1(C)N=c1s/c(=C/c3cn(C)nc3C)c(=O)n12 (stereo not given)	1.3	-0.12	0.8	-38	7	-17	11	7	0
CC(=O)N1N=C2C3CCN(CC3)C2C1c1ccc(Br)cc1 (stereo not given)	0.2	0.99	0.3	-16	14	-10	-3	-20	-19
O=C(CN1CC=C(c2ccccc2)CC1)Nc1c(Cl)cccc1Cl	-0.5	-0.39	0.3	5	21	-17	-5	-23	7
CC12CCC3C(CC=C4CC(O)CCC43C)C1C/C(=C\N1CCCC1)C2=O (stereo not given)	2.9	0.22	-0.6	-56	8	-9	4	-27	3
O=C(Nc1ccccc1F)OC1CN2CCC1CC2 (stereo not given)	-0.5	0.63	-0.2	-15	2	-19	-7	-10	39
Cc1ccc(N(C)C(=O)Oc2ccc(C(=O)c3ccc(Cl)cc3)cc2)cc1	-0.5	0.58	1.1	1	3	-4	-6	-10[20 µM]	42
N#CCCn1cc(C(=O)Nc2ccccc2Br)c(-c2ccc3c(c2)OCCO3)n1	-1.2	0.4	-0.7	8	-5	2	-11	-15	5

Copied from the entries so far (10 entries):
SMILES	zfTRPN1 agonist	Cl transport mod	TRPML3 ag	TbHK1 inh	PPC-1+TRAIL kill	EBV gp42 inh	Thrombin inh	Furin inhibitor	m-calpain inh
CC(C)OP(=O)(OC(C)C)C(NCc1ccccc1)c1ccccc1 (stereo not given)	-1.8	0.44	-0.3	-6	6	4	-2	-16	12
CCN1CCN(C(=O)COc2ccc(S(=O)(=O)NC(C)C)cc2)CC1	-0.6	0.33	1.0	4	19	-12	-2	-22[20 µM]	12
C=CCn1c(=O)c(C=Nc2c(OC)cccc2[N+](=O)[O-])c(O)n(CCCC)c1=O	2.2	-1.6	1.1	-11	10	-32	-2	-16	-7
COC(=O)C1C2c3ccccc3OC1(C)N=c1s/c(=C/c3cn(C)nc3C)c(=O)n12 (stereo not given)	1.3	-0.12	0.8	-38	7	-17	11	7	0
CC(=O)N1N=C2C3CCN(CC3)C2C1c1ccc(Br)cc1 (stereo not given)	0.2	0.99	0.3	-16	14	-10	-3	-20	-19
O=C(CN1CC=C(c2ccccc2)CC1)Nc1c(Cl)cccc1Cl	-0.5	-0.39	0.3	5	21	-17	-5	-23	7
CC12CCC3C(CC=C4CC(O)CCC43C)C1C/C(=C\N1CCCC1)C2=O (stereo not given)	2.9	0.22	-0.6	-56	8	-9	4	-27	3
O=C(Nc1ccccc1F)OC1CN2CCC1CC2 (stereo not given)	-0.5	0.63	-0.2	-15	2	-19	-7	-10	39
Cc1ccc(N(C)C(=O)Oc2ccc(C(=O)c3ccc(Cl)cc3)cc2)cc1	-0.5	0.58	1.1	1	3	-4	-6	-10[20 µM]	42
N#CCCn1cc(C(=O)Nc2ccccc2Br)c(-c2ccc3c(c2)OCCO3)n1	-1.2	0.4	-0.7	8	-5	2	-11	-15	5

Next section:
SMILES	zfTRPN1 agonist	Cl transport mod	TRPML3 ag	TbHK1 inh	PPC-1+TRAIL kill	EBV gp42 inh	Thrombin inh	Furin inhibitor	m-calpain inh
O=C1NC(=O)N(CCC2=CCCCC2)C(=O)/C1=C/c1cccs1	3.0	-0.071	1.0	0	18	-7	-8	-13	-13
CC(C)CN1CCN(Cc2ccc(F)cc2Cl)CC1CCO (stereo not given)	-1.9	0.11	0.8	-13	-3	-12	-6	-14	-15
COc1ccc(OC)c(-n2c(O)c(C=NCc3ccc4c(c3)OCO4)c(=O)[nH]c2=O)c1	-0.7	-0.029	0.5	55*	-7	-31	4	-4	-3
Cc1c(N)c(C)c([N+](=O)[O-])c(C)c1[N+](=O)[O-]	-1.0	-0.44	0.5	-6	7	-8	-7	-23	-30
CCC12CN3CCN(CC(C3)/C1=N/NC(N)=O)C2	2.7	-0.026	0.5	-9	13	1	6	-30	-39
Cc1cc(NC(=O)C(Cl)(Cl)Cl)no1	-0.6	-0.061	0.6	-1	-16	-12	-8	7	5
COCCNC(=O)c1c(N)n(Cc2ccco2)c2nc3ccccc3nc12	0.8	-0.049	1.8	-21	-4	-4	-21	-31[20 µM]	i
O=[N+]([O-])c1ccc(NCCCN2CCOCC2)c2ncccc12	0.8	-0.18	0.4	0	14	-12	1	-1	-4
O=C(Cn1ncc2ccsc2c1=O)N1CCC2(CC1)OCCO2	1.5	·	0.8	-4	24	-17	4	-36	-13
CC1(O)C[C@]2(C)N(O)C3CCCC[C@@H]3N2O1 (stereo not given in full)	-0.6	·	-0.1	-5	14	-28	-3	-4	-14
CCN1CC=C(c2c[nH]c3ccccc23)CC1	0.0	-0.85	-0.4	-7	8	-23	-5	14[20 µM]	-18
COc1ccccc1N1C(=O)NC(=O)/C(=C/c2ccc3c(c2)Cc2ccccc2-3)C1=O	0.1	-1.1	0.1	0	10	-22	-1	-15	-14
CCOC(=O)c1c(N)n(Cc2ccccc2)c2nc3ccccc3nc12	-1.2	·	1.5	30	4	-6	-2	-31	i
O=C1NC(=O)N(c2ccc(Cl)cc2)C(=O)/C1=C/c1coc2ccc(O)cc2c1=O	-0.7	-4.6*	0.3	-20	15	-22	-2	-13	21
Cc1c(C=C2C(=O)N(C)C(=O)N(C)C2=O)c(=O)n(-c2ccccc2)n1C	0.3	-0.044	0.5	1	5	-23	-1	-27	10
CCOC(=O)[C@@]12C(=O)C(=O)N[C@]1(c1ccccc1)C1OCCCC12 (stereo not given in full)	-0.6	-1.3	0.8	-9	31	-2	-16	-10	13
O=P(O)(O)C12CC3CC(CC(C3)C1)C2	1.4	0.12	0.5	7	13	-27	5	-5[20 µM]	-12
CCCn1ncc(C(=O)O)c1C	0.5	-0.35	0.5	6	-2	-9	1	-24	-22
CCOC(=O)c1c(C)c(C(=O)N2CCC3(CC2)OCCO3)c(C)n1CC	0.3	1.6	0.7	-6	23	-1	-3	-19	20
CCC(COC(=O)c1cc(OC)c(OC)c(OC)c1)(c1ccccc1)N(C)C (stereo not given)	-1.5	-1.2	0.2	-8	11	-1	·	-16	4
CC(=O)NC(Cc1ccc(N(CCCl)CCCl)cc1)C(=O)NC(C(=O)O)C(C)C (stereo not given)	0.3	0.24	0.6	2	-1	12	-6	-13	1
CCOC(=O)C(O)(c1ccc(N(C)C(=O)c2ccc(Cl)c(Cl)c2)cc1)C(F)(F)F (stereo not given)	-1.4	-0.8	0.2	-7	11	3	-3	-15	7
CCOC(=O)C1CCN(/C=C2/C(=O)NC(=O)N(c3cccc(C)c3C)C2=O)CC1	2.3	0.2	0.4	-2	13	-25	-9	-9	19

2 entries from above, set out differently:
Each structure is followed by: zfTRPN1 agonist, Cl transport mod, TRPML3 ag, TbHK1 inh, PPC-1+TRAIL kill, EBV gp42 inh, Thrombin inh, Furin inhibitor, m-calpain inh
O=C1NC(=O)N(CCC2=CCCCC2)C(=O)/C1=C/c1cccs1
  3.0, -0.071, 1.0, 0, 18, -7, -8, -13, -13
CC(C)CN1CCN(Cc2ccc(F)cc2Cl)CC1CCO (stereo not given)
  -1.9, 0.11, 0.8, -13, -3, -12, -6, -14, -15
